Screening results deposited in PubChem BioAssay by National Center for Advancing Translational Sciences (NCATS).
IDH1 R132H inh: qHTS for Inhibitors of mutant isocitrate dehydrogenase 1 (IDH1): qHTS. AID 602179, 2012. IDH1-R132H enzyme, NADPH consumption, diaphorase/resazurin fluorescence. Potency, µM (titrated, usually from 76.6 µM), inactives show top-dose activity change, negative = inhibition, hits mostly inhibitors. 390,000 compounds, 0.093% hits. Isocitrate dehydrogenase [NADP] cytoplasmic (Homo sapiens), O75874; also: potency is read from the fitted curve at half-maximal effect; % is scaled to controls: 0 for no effect and ±100 for the full control effect; nearly all actives have a fitted effect of over 65% in size
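IDH1-R132H (0.5 ug/mL dispensed) in pH 7.5 Tris buffer was preincubated 30 min with compound, then given a substrate mix of 0.016 mM NADPH and 2 mM alpha-KG for 80 min at room temperature; remaining NADPH was read by diaphorase/resazurin fluorescence.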
PI4K2A block: qHTS for small molecular inhibitors of PI4K2A; activity change, negative = inhibition, % at 76.9 µM; Phosphatidylinositol 4-kinase type 2-alpha (Homo sapiens), Q9BTU6; 420,000 compounds, 0.13% hits; purified PI4K2A, ADP-Glo luminescence, 1 h; stronger effect = lower value; AID 1346378, 2018; in the data active = activity change below about -50%; inconclusive = mostly about -30% to -49%;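 also: -100% = wells without enzyme as full effect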
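Compounds are screened against recombinant PI4K2A using PI as substrate and ATP, the latter dispensed at 300 microM. Reactions run one hour at ambient temperature before ADP-Glo detection; full inhibition defined by wells lacking enzyme.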
RXFP1 ag: qHTS Assay for Agonists of the Relaxin Receptor RXFP1. Relaxin receptor 1 (Homo sapiens), Q9HBX9. HEK293T-RXFP1 cAMP TR-FRET, 30 min; response scale: percent of porcine relaxin response, buffer zero. Potency, µM (top dose mostly 57.5 µM), without a hit: at the highest dose activation, actives largely listed as activators. 370,000 compounds, 0.3% hits; also: potency is read from the fitted curve at half-maximal effect; % is scaled to controls: 0 for no effect and ±100 for the full control effect; nearly all actives have a fitted effect of over 60% in size; many of its hits are not listed in these tables
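HEK293 cells stably expressing RXFP1, treated 30 min at 37C with compounds plus PDE4 inhibitor Ro 20174; cAMP measured by HTRF TR-FRET. Normalized to buffer and 29 nM porcine relaxin; EC50 by Hill fit.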
TrxR1 substrate: qHTS Assay for Substrates of Mammalian Selenoprotein Thioredoxin Reductase 1 (TrxR1): qHTS; Thioredoxin reductase 1, cytoplasmic (Rattus norvegicus), O89049; AID 588456, 2011; purified TrxR1 substrate turnover, NADPH consumption readout; 390,000 compounds, 0.01% hits; Potency, µM (series often up to 114 µM), inactives show at the highest dose activity change, negative = substrate turnover; also: potency is read from the fitted curve at half-maximal effect; % is scaled to controls: 0 for no effect and ±100 for the full control effect; nearly all actives have a fitted effect of over 50% in size
Target sequence (O89049 whole entry, looked up): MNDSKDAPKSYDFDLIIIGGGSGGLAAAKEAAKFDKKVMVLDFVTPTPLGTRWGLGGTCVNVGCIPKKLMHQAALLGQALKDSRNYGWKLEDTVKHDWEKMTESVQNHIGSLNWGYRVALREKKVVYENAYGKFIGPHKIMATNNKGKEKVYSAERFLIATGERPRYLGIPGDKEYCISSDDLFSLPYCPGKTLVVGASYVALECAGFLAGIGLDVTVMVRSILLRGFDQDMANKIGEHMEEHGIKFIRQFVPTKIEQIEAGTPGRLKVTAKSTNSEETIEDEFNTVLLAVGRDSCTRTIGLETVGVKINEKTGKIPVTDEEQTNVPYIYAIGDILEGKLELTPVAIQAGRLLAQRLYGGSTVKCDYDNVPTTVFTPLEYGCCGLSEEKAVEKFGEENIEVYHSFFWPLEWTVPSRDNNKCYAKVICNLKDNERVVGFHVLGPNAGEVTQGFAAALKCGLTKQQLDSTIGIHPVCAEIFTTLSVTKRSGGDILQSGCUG
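Rat TrxR1, dispensed at 90 nM, was prereduced with 400 uM NADPH (final) for 5 min at ~22 deg C, then incubated with compound 15 min before 400 uM selenite. A first-read NADPH fluorescence drop versus no-compound background flagged substrates.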
Vif-APOBEC3G blk: qHTS for Inhibitors of Vif-A3G Interactions: qHTS. HeLa A3G-eYFP + Vif (tagged APOBEC3G with the HIV-1 protein that degrades it), YFP fluorescence, overnight. Potency, µM (titrated, usually from 46.1 µM), inactives show at the top dose activity, negative = active, usual class: inhibitors. 410,000 compounds, 0.076% hits;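 also: potency is read from the fitted curve at half-maximal effect; % is scaled to controls: 0 for no effect and ±100 for the full control effect; nearly all actives have a fitted effect of over 60% in size; hits raise eYFP signal because A3G escapes Vif-driven loss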
Target sequence (Q9HC16 whole entry, looked up): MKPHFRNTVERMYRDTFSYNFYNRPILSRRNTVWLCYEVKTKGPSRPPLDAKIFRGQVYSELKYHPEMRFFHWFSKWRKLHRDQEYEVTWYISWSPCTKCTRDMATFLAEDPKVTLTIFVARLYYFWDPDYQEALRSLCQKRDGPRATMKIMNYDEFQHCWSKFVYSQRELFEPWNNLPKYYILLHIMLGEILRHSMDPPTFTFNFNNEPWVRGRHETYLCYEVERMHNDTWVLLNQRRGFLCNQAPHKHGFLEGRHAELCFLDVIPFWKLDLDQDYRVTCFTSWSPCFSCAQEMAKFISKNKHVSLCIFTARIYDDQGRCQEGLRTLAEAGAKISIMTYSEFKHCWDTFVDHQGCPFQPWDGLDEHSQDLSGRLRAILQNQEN
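HeLa cells stably expressing Vif and C-terminally eYFP-tagged A3G, seeded overnight at 37 deg C, then exposed to compound by pintool overnight at 37 deg C. Rise in yellow fluorescence (Ex 488/Em 500-530, Acumen) marks blocked Vif-driven A3G degradation.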
LDHA inh: qHTS assay for inhibitors of human lactate dehydrogenase; activity change, % (values are at about 110 or 230 µM); 480,000 compounds, 0.15% hits; purified LDHA, NADH/diaphorase-resazurin fluorescence; stronger effect = lower value; AID 1347041, 2019; L-lactate dehydrogenase A chain (Homo sapiens), P00338; in the data active = activity change below about -30%; inconclusive = mostly about -25% to -30%;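 also: plate controls were DMSO wells for no effect and wells without enzyme for full effect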
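Resorufin fluorescence (ex540/em590), read at 0 and 20 min after diaphorase/resazurin addition, reports the NADH left after a 5 min room-temperature reaction of 2 nM human LDH5 with 0.06 mM NADH and 0.2 mM pyruvate.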
USP1-UAF1 inh: Inhibitors of USP1/UAF1: Primary Screen. AID 743255, 2014. 390,000 compounds, 0.23% hits. Potency, µM (top dose mostly 57.1 µM), without a hit: at the top dose activity change, negative = inhibition, most hits filed as inhibitors. Ubiquitin carboxyl-terminal hydrolase 1 (Homo sapiens), O94782. recombinant USP1/UAF1, Ub-Rhodamine cleavage fluorescence; also: potency is read from the fitted curve at half-maximal effect; % is scaled to controls: 0 for no effect and ±100 for the full control effect; nearly all actives have a fitted effect of over 60% in size; inactives centre near -12
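Step one: compound is pinned into 1nM USP1/UAF1 in HEPES pH 7.8 buffer with TCEP. Step two: 15 min room-temperature incubation. Step three: Ub-Rho (150nM final) starts cleavage, tracked by fluorescence over six one-minute reads.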
Vif-APOBEC3F blk: qHTS for Inhibitors of Vif-A3F Interactions: qHTS; Potency, µM (doses to about 46.1 µM), inactives show at the highest dose activity, negative = active; HeLa A3F-eYFP + Vif (tagged APOBEC3F with the HIV-1 protein that degrades it), YFP fluorescence increase; 390,000 compounds, 0.2% hits; also: potency is read from the fitted curve at half-maximal effect; % of control where 0% means no effect; nearly all actives have a fitted effect of over 65% in size
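HeLa cells stably expressing A3F-eYFP plus Vif, plated and incubated overnight at 37 deg C, then exposed to compounds overnight at 37 deg C. Blocked degradation read as raised yellow fluorescence (Ex 488/Em 500-530).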
GRP78 ERSR act: qHTS for Inducers of the Endoplasmic Reticulum Stress Response (ERSR) in Human Glioma: qHTS; U87-MG GRP78 promoter luciferase reporter, 16 h; Potency, µM, for the others: at the highest dose activation, hits mostly activators; 420,000 compounds, 0.02% hits; AID 602332, 2012; also: potency is read from the fitted curve at half-maximal effect; series mostly up to about 76 µM; % of control where 0% means no effect; nearly all actives have a fitted effect of over 35% in size
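Stably transfected U87-MG human glioma cells carrying a GRP78-based luminescent sensor were seeded at 1000 cells/well, pin-dosed with compounds and incubated 16 h. Luciferase reagent was then added, and end-point luminescence was read after 10 min at room temperature.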
The depositor's hits bear a star; ? = inconclusive; . = not tested or not shown; & = joins results of further samples; [ ] = another dose, or the depositor's remark. Unless noted, calls follow the shape of the dose curve; as a rule, active = well fitted curve in the direction sought with a large enough effect; inconclusive = small, poorly fitted or top-dose-only effect, or another doubt; inactive = no such curve, though single readings can be large; an effect the other way counts as inactive or inconclusive.

#	Compound	IDH1 R132H inh	PI4K2A block	RXFP1 ag	TrxR1 substrate	Vif-APOBEC3G blk	LDHA inh	USP1-UAF1 inh	Vif-APOBEC3F blk	GRP78 ERSR act
1	Cn1ccnc1/C(=N\NC(=O)c1ccc(O)cc1)c1cccc([N+](=O)[O-])c1	0%	-1	3.1%	-6%	-9%	0	-19%	-12%	1%
2	Cc1ccccc1OCC(=O)Nc1ccc(S(=O)(=O)Nc2onc(C)c2C)cc1	-22%	-7	18%	-18%	-5%	-10	1%	-1%	-1%
3	N=c1c2c3c(sc2nc2n1CCCCC2)CCCCC3	3%	0	-1.2%	9%	-1%	-3	-10%	-18%	12%
4	COC(=O)C1C(=O)C2=C(CC1C)NC(C)=C(C(=O)OC1CCCCC1)C2c1ccc(N(C)C)cc1 (centres undefined)	3%	6	3.6%	-11%	1%	-3	-22%	3%	-2%
5	Cc1nn(C(C)C(=O)NCC2CCCO2)c(C)c1[N+](=O)[O-] (centres undefined)	-3%	1	9.4%	-3%	0%	-7	-14%	-2%	-3%
6	Cc1ccc(C(=O)Nc2ccccc2)cc1S(=O)(=O)N1CCN(C)CC1	-3%	0	2.3%	1%	1%	-5	-5%	1%	-1%
7	CCc1ccc(C2=CC(c3cccc(Br)c3)n3nnnc3N2)cc1 (centres undefined)	-17%	-2	0.6%	4%[57.1 µM]	-20%	3	-4%	-18%	5%
8	Cc1cccc(CN2CCN(C3CN(C4CCCC4)S(=O)(=O)C3)CC2)c1 (centres undefined)	.	-2	.	.	-2%	-3	.	.	-3%
9	COc1ccccc1NCC(=O)n1nc(C)cc1C	19%	-1	1.0%	6%[57.1 µM]	0%	-3	-22%	-6%	-5%
10	NC(=O)CSc1nnnn1-c1ccccc1Cl	5%	-5	3.0%	4%[57.1 µM]	1%	-3	-5%	4%	-3%
11	CCn1cc(C(=O)NCc2ccccc2)c(=O)c2cc(S(=O)(=O)N3CCCCC3)ccc21	-13%	-2	24%	6%	11%	-3	0%	1%	-3%
12	O=C(Nc1cccc(S(=O)(=O)N2CCCCCC2)c1)C1=COCCO1	3%	0	1.1%	-6%	1%	2&3	-23%	8%	-1%
13	FC(F)(F)c1cc(-c2ccccc2)nc(-n2cc(Cl)cn2)n1	3%	-1	0.9%	12%	-7%	-2	-27%	-2%	-4%
14	CC(C)C(OC(=O)c1ccco1)C(=O)NCc1ccco1 (centres undefined)	-1%	-11	1.3%	-1%	1%	-3	3%	.	1%
15	COc1cccc(Cn2cc(C(=O)c3ccccc3)c(=O)c3cc4c(cc32)OCO4)c1	-19%	-3	-2.5%	-11%	-18%	-15	-11%	7%	-2%
16	CCCn1cc(S(=O)(=O)c2ccccc2)c(=O)c2cc(F)c(N3CCCC3)cc21	6%	-14	15%	8%[57.1 µM]	-4%	-2	-10%	7%	-4%
17	COc1ccc(C(=O)c2cn[nH]c2-c2ccc(C)cc2O)cc1	-3%	1	1.5%	-8%	1%	-8	-21%	9%	-2%
18	CCCCn1c(=O)c(CCC(=O)OCC(=O)NCc2ccc(OC)c(OC)c2)nc2ccccc21	1%	8	2.1%	3%[11.4 µM]	1%	-8	-17%	5%	3%
19	COC(=O)c1cc(Oc2ccc(S(=O)(=O)N3CCOCC3)cc2[N+](=O)[O-])cc(C(=O)OC)c1	5%	-2	-0.2%	5%	-11%	5	-9%	0%	-7%
20	Cc1ccc(NC(=O)CN2C(=O)C(=O)N(C3CCCC3)C2=O)c(Cl)c1	0%	-1	1.4%	2%	-8%	-1	-18%	-18%	0%
21	O=[N+]([O-])c1ccc(CN2CCN(c3ccc(F)cc3)CC2)o1	-1%	-4	1.2%	1%	-4%	-14	-28%	-3%	-1%
22	Cc1ccc2nc(Cl)c(C3CC(c4cccs4)=NN3C(=O)CCC(=O)O)cc2c1 (centres undefined)	1%	-23	5.2%	-4%[57.1 µM]	-4%	-7	1%	-2%	6%
23	Cn1cc(SCC(=O)O)c2ccccc21	-5%	-1	-0.3%	13%	-1%	0	-6%	2%	-1%
24	Cc1ccccc1Nc1nnc(SCC(=O)c2c(N)n(C3CC3)c(=O)[nH]c2=O)s1	-2%	0	0.5%	-10%	-6%	-15	-17%	0%	-5%
25	Cc1ccc2nc(-c3ccc(Br)cc3)cn2c1	14%	-1	3.0%	5%	-2%	-1	-3%	3%	-13%
26	Cc1ccccc1-c1cc(C(=O)NCC2CC2)n(CC2CC(c3cccnc3)=NO2)n1 (centres undefined)	-1%	-1	2.5%	-4%	-4%	0	-7%	-3%	0%
27	N#C/C(=N\Nc1ccccc1)C(=N)N1CCOCC1	7%	1	1.1%	-2%[57.1 µM]	2%	-4	4%	11%	1%
28	NC(=O)C1CCN(C(=O)C2CCN(S(=O)(=O)c3ccccc3)CC2)CC1	-2%	-2	-0.3%	2%[57.1 µM]	1%	-4	-13%	-7%	-5%
29	COc1cccc(C(=O)Nc2ccc(NC(=O)Cc3ccccc3)cc2)c1	-6%	-5	4.3%	-1%	0%	-8	-9%	-8%	-3%
30	Cc1ccc(NC(=O)C2CCCN2S(=O)(=O)c2ccc(F)cc2)c(C)c1 (centres undefined)	6%	2	1.0%	3%	4%	-4	-13%	-4%	-9%
31	O=S(=O)(c1cccc(-c2nnc(SC(F)F)n2-c2ccccc2)c1)N1CCCCC1	1%	-8	2.3%	6%	1%	-4	-4%	-4%	-2%
32	CC(Sc1nc(N)cc(N)n1)C(=O)NCC1CCCO1 (centres undefined)	-1%	7	-0.3%	0%	2%	-2	-20%	0%	0%
33	COc1ccc(NC(=O)/C(=C/c2cccs2)NC(=O)c2ccco2)cc1	3%	-1	2.7%	2%[57.1 µM]	1%	-3	-16%	-5%	2%
34	CCN(Cc1ccncc1)C(=O)c1cc(COc2ccc(C)c(C)c2)on1	-8%	-1	-3.9%	-1%	1%	0	-21%	2%	5%
35	COc1ccc(NC(=O)CSc2c3c(nc4ccccc24)CCCC3)c(OC)c1	-2%	-5	-0.1%	-11%	-28%	-3	-8%	?	-13%
36	COc1ccc(OC)c(/C=N/NC(=O)c2ccncc2)c1	3%	-17	-0.4%	-14%	-7%	-8	-5%	-9%	-3%
37	COC(=O)C(CC(C)C)NC(=O)CNC(=O)c1ccccc1C (centres undefined)	0%	0	2.3%	-6%	0%	-6	-19%	4%	-2%
38	O=C(CN(C(=O)CCC(=O)Nc1ccccn1)c1cccc(F)c1)NCc1ccc2c(c1)OCO2	-4%	2	1.7%	8%[0.0914 µM]	-9%	-1	-18%	-8%	-5%
39	O=C(CN1CCN(Cc2ccccc2F)C1=O)NCCc1ccc(Cl)cc1	-3%	3	0.7%	3%	5%	-3	-30%	1%	-3%

Reprinted, nos. 36 to 39
#	Compound	IDH1 R132H inh	PI4K2A block	RXFP1 ag	TrxR1 substrate	Vif-APOBEC3G blk	LDHA inh	USP1-UAF1 inh	Vif-APOBEC3F blk	GRP78 ERSR act
36	COc1ccc(OC)c(/C=N/NC(=O)c2ccncc2)c1	3%	-17	-0.4%	-14%	-7%	-8	-5%	-9%	-3%
37	COC(=O)C(CC(C)C)NC(=O)CNC(=O)c1ccccc1C (centres undefined)	0%	0	2.3%	-6%	0%	-6	-19%	4%	-2%
38	O=C(CN(C(=O)CCC(=O)Nc1ccccn1)c1cccc(F)c1)NCc1ccc2c(c1)OCO2	-4%	2	1.7%	8%[0.0914 µM]	-9%	-1	-18%	-8%	-5%
39	O=C(CN1CCN(Cc2ccccc2F)C1=O)NCCc1ccc(Cl)cc1	-3%	3	0.7%	3%	5%	-3	-30%	1%	-3%

The list is partial (hit frequency here may not be typical).
